human PMI inhibition: inhibitors of human PMI, primary screen, biochemical, fluorescence intensity, coupled assay (AID 1209). actives 0.42% (n = 190,000). purified PMI enzyme, coupled fluorescence intensity; higher % means a stronger effect. one-dose inhibition, % at 20 µM; IC50 in µM for titrated hits;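 further: plate controls were DMSO vehicle for no effect and wells lacking substrate for full effect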
Ins promoter up: MIN6 insulin promoter up-regulation. MIN6 insulin promoter-GFP reporter, high-content imaging; active compounds read high. z-score at 5 µM. actives 0.3% (n = 190,000). AID 1625;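 active means z-score above 3 at 5 µM with at least 500 cells counted in the well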
Yfh1-off respiration: mitochondrial function rescue without frataxin homolog – Friedreich's ataxia, plus single-dose screen, dose response (AID 1465) | one-dose fold induction at 50 µM; EC50 in µM for titrated hits | actives 0.074% (n = 220,000) | S. cerevisiae Yfh1-off respiration, WST-1 reduction, 72 h; higher fold induction means a stronger effect;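 active means fold induction of absorbance versus untreated yeast above a set limit, then at least 30% activation at any dose in follow-up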;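 further: activators that raise dye reduction in frataxin-depleted yeast; strong numbers were not always called active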
bCat nuc transl: alters nuclear translocation of beta-catenin in HeLa cells; immunofluorescence imaging; nuclear translocation activity, % at 5 µM; actives 0.3% (n = 190,000); AID 1665;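 active means nuclear translocation activity above 50% at 5 µM, with a well cell count of 50 or more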;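 further: per-cell ratio of nuclear to cytoplasmic median beta-catenin stain intensity; plate controls were DMSO negative control for no effect and GSK-3 inhibitor IX positive control for full effect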
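System: Human HeLa cells, endogenous beta-catenin | Compound dosing: 5 µM primary, 0.02–20 µM confirmation | Timing: 24 h compound exposure at 37°C, 5% CO2 | Measured by: Fluorescence imaging of beta-catenin antibody stain plus DAPI | Read-out basis: % activation of per-cell nuclear versus cytoplasmic median beta-catenin signal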
MT stabilize HCS: microtubule stabilization, imaging screen; % tubulin-high responders, % at 10 µM; AID 2205; HeLa tubulin immunostaining HCS, 24 h; share of cells brighter than vehicle mean+2SD; actives 0.83% (n = 200,000);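 active means plate Z-score above 3 for both tubulin-high and condensed-nucleus cell shares, with cell loss under 80%, at 10 µM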;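 further: anti alpha tubulin signal scored within the nucleus-defined area of each cell; some results filed as inactive read as strong as hits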
Dynein cargo inh: dynein cargo transport inhibition; 3617.4 mouse cells, GR-EGFP nuclear translocation imaging; test concentration mostly 20 µM; stimulated with dexamethasone, 1 µM; active compounds read low; z-score, hits read low; actives 0.47% (n = 220,000); AID 1381;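 active means plate z-score of nuclear minus cytoplasmic receptor signal below a set negative limit, without overly bright fluorescence or cell loss, cut at about -3.5 in these data, passing the limit was not always enough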;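 further: z-score of nuclear minus cytoplasmic ring GR-EGFP intensity difference per well; some compounds called inactive have numbers as strong as hits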
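Medium: Induction medium lacking tetracycline, stripped serum | Probe or stimulus: 1.0 µM final dexamethasone stimulus | Schedule: 48 h induction, then 1 h compound, then 30 min agonist, 37 °C | Signal: Automated 10x imaging of fixed Hoechst-stained cells | Evaluation: Per-cell GR-EGFP intensity, nucleus versus surrounding cytoplasmic ring, well-averaged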
WT yeast gro inh: growth inhibition of WT yeast, mitochondrial fusion screen; mitochondrial fusion phenotypic screen, WT strain; inhibition, % at 10 µM; actives 2.1% (n = 190,000); AID 1362; in the data active means inhibition above about 58%; tested in S. cerevisiae
Autophagy mod: alters autophagy in cells; AID 463193; calls only at 10 µM (by protocol); MEF GFP-LC3 puncta imaging; test concentration mostly 10 µM; actives 0.98% (n = 190,000);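 active means percentage of spot-positive cells more than 3 SD above its plate mean, without a fluorescence outlier flag or 80% toxicity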;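 further: spot-positive cell cutoff set from DMSO-treated cells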
PMI inhibition: human PMI inhibitors, high substrate, primary screen, biochemical, fluorescence intensity, high mannose 6-phosphate (AID 1220). actives 0.66% (n = 190,000). recombinant PMI enzyme, coupled fluorescence intensity; higher % means a stronger effect. one-dose inhibition, % at 20 µM; IC50 in µM for titrated hits
WT yeast gro inh mutant strain: further read-out of WT yeast gro inh, marked with its call; inhibition, %; mitochondrial fusion phenotypic screen, mutant strain inhibition
Dynein cargo inh cytoplasmic EGFP: also measured in Dynein cargo inh; calls as there; z-score; measured here: cytoplasmic GR-EGFP intensity; active compounds read high
Dynein cargo inh nuclear GR-EGFP: further read-out of Dynein cargo inh, marked with its call; z-score; measured here: nuclear GR-EGFP intensity;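 lower value marks the stronger effect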
Dynein cargo inh cell count: second read-out of Dynein cargo inh, no call of its own (marks repeat the call); z-score; measured here: cell count per field
Ins promoter up cell count: recorded beside Ins promoter up, whose call it bears; cell count; measured here: cytotoxicity, nuclei count;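 total cells summed across four imaged fields per well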
bCat nuc transl cell count 5 µM: also measured in bCat nuc transl; calls as there; cell count; measured here: cell count, cytotoxicity flag
MT stabilize HCS Hoechst-high %: also measured in MT stabilize HCS; calls as there; % Hoechst-high responders; measured here: nuclear condensation Hoechst responders;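 share of cells brighter than vehicle mean plus two SD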
MT stabilize HCS cytotoxicity %: second read-out of MT stabilize HCS, no call of its own (marks repeat the call); toxicity, %; measured here: cytotoxicity by cell density;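 0% = mean cell density of plate MIN control wells and 100% = no cells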
Autophagy mod cell loss 18 h: second read-out of Autophagy mod, no call of its own (marks repeat the call); toxicity, %; measured here: cell loss, nuclei count;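 cell loss after 18 h compound exposure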
The depositor's hits bear a star; i = inactive; · = no result given. Unless noted, no stated cut-off is given here; in the data, active means inhibition above about 50%; inactive means the rest. Random draw from the library; about 5% have a hit in one of these screens.

SMILES	human PMI inhibition	Ins promoter up	Ins promoter up cell count	Yfh1-off respiration	bCat nuc transl	bCat nuc transl cell count 5 µM	MT stabilize HCS	MT stabilize HCS Hoechst-high %	MT stabilize HCS cytotoxicity %	Dynein cargo inh	Dynein cargo inh cytoplasmic EGFP	Dynein cargo inh nuclear GR-EGFP	Dynein cargo inh cell count	WT yeast gro inh	WT yeast gro inh mutant strain	Autophagy mod	Autophagy mod cell loss 18 h	PMI inhibition
Cn1cc(C(N)=O)c2ccccc21	-13%	1.5	1034	i	2.4	1178	1.9	2.1	5.5	-0.54	-0.09	-0.24	0.94	4	-17	i	-3	-9%
Cc1nccc(-c2ccc(-n3c(C)ccc3C)cc2)n1	1%	·	·	i	0.1	1471	4.2	0.9	0.8	2.8	-0.18	2.3	-1.2	-4	7	i	31	-3%
Cn1c(SCc2cc(=O)n3cc(Br)ccc3n2)nnc1C1COc2ccccc2O1 (stereo unspecified)	6%	0.01	1006	i	0.7	1094	3.3	2.0	4.6	1.1	-0.14	0.7	-0.81	-3	3	i	8	6%
O=C(c1ccc2nc[nH]c2c1)N1CCc2ccccc2C1	-3%	-0.12	1204	i	-2.7	1122	3.0	3.5	5.1	0.098	0.14	0.43	-0.79	-3	12	i	8	1%
Cc1cc(C)nc(NS(=O)(=O)c2ccc(NC(=O)C3COc4ccccc4O3)cc2)n1 (stereo unspecified)	2%	·	·	i	-0.9	932	4.2	1.2	8.2	1.9	0.45	1.2	-1.2	-9	-5	i	3	54%*
O=C(NNC(=O)c1ccccc1-n1cccc1)c1ccc(Cl)cc1	-9%	·	·	i	·	·	2.5	2.1	4.9	1.2	-0.41	0.67	-0.37	2	1	i	10	-11%
O=C(CSc1nnc(COc2ccccc2)o1)c1ccccc1	1%	0.69	924	i	·	·	1.2	0.9	5.4	0.033	0.078	0.36	-0.22	-7	5	i	9	0%
COc1ccc(NC(=O)CCc2nc(-c3ccccc3F)no2)cc1	5%	-0.63	1228	i	·	·	2.4	3.2	13	-0.62	-0.26	-0.13	0.69	14	3	i	5	1%
CCCCOc1ccc(C(C)NC(=O)CCS(=O)(=O)Cc2ccc(C)cc2)cc1 (stereo unspecified)	5%	0.14	1558	i	-0.6	1117	4.0	2.7	8.7	-0.14	-0.16	-0.075	0.24	-1	-10	i	0	3%
CC(=O)Nc1c2c(nn1-c1cccc(Cl)c1)CS(=O)C2 (stereo unspecified)	-2%	1.1	949	i	-6.3	1128	5.8	2.2	2.2	0.44	-0.14	0.55	-0.64	7	6	i	2	-10%
COC(=O)c1cccc(NC(=O)C2COc3ccccc3O2)c1 (stereo unspecified)	11%	-0.06	1281	i	-0.5	1066	1.5	2.0	6.0	-0.38	-0.27	0.053	0.49	-3	6	i	-2	4%
Cc1cccnc1CN1CCN(Cc2nc(Cc3cccc(F)c3)no2)CC1	8%	0.2	1464	i	-1.7	988	4.0	2.1	5.8	1.1	-0.15	0.98	-1.3	9	14	i	25	9%
Cc1nc(Cl)sc1C(=O)NC(C)c1ccc(Cl)cc1 (stereo unspecified)	-7%	-0.21	1253	i	-1.0	1008	3.0	3.4	4.0	-1.4	-0.096	-0.43	0.62	-17	-4	i	8	-4%
N/C(=N\OC(=O)CCCc1ccccc1)c1cccnc1	-5%	0.77	1382	i	-2.7	1093	3.4	2.5	2.9	-0.26	-0.21	0.0086	0.47	-9	-15	i	11	-7%
O=C(CCSc1ccccc1)NCCN1CCOCC1	-7%	0.65	1233	i	·	·	3.1	2.0	7.9	-0.13	-0.24	0.56	0.43	13	21	i	-2	-17%
Cc1nn(-c2ccccc2)c2c1C1(C(=O)N(C(C)C)c3ccccc31)C(C#N)=C(N)O2 (stereo unspecified)	28%	-0.32	917	i	-4.4	1170	4.2	2.0	4.9	-0.67	-0.051	-0.13	-0.78	21	-2	i	13	24%
CCOC(=O)C1CCCN(C(=O)c2cc(-c3ccccc3)on2)C1 (stereo unspecified)	14%	0.99	1233	i	-0.1	856	3.0	3.0	7.5	-0.36	-0.28	-0.39	1.3	-5	10	i	-3	14%
Cc1ccc(S(=O)(=O)Nc2c(C)[nH]c(=O)[nH]c2=O)cc1C	-9%	0.36	1389	i	-1.4	528	1.5	3.2	10	-0.81	-0.25	-0.19	0.81	0	8	i	-8	-13%
COc1ccc(C(=O)Nc2ccc(N3CCN(C(C)=O)CC3)cc2)cc1[N+](=O)[O-]	1%	0	1216	i	2.9	1150	6.7	2.6	8.2	0.22	0.31	0.92	-1.1	11	12	i	-1	11%
CCCCCCCCCOC(=O)C(CC(=O)O)N1CCOCC1 (stereo unspecified)	4%	·	·	i	-4.3	975	1.1	1.1	6.3	-0.065	0.45	0.34	-0.26	-19	-17	i	0	4%

With a hit mark in PMI inhibition, among the entries above:
mol | human PMI inhibition | MT stabilize HCS Hoechst-high % | Dynein cargo inh | Dynein cargo inh cytoplasmic EGFP | Dynein cargo inh nuclear GR-EGFP | Dynein cargo inh cell count | WT yeast gro inh mutant strain | PMI inhibition
Cc1cc(C)nc(NS(=O)(=O)c2ccc(NC(=O)C3COc4ccccc4O3)cc2)n1 (stereo unspecified) | 2% | 1.2 | 1.9 | 0.45 | 1.2 | -1.2 | -5 | 54%*

(continued)
SMILES	human PMI inhibition	Ins promoter up	Ins promoter up cell count	Yfh1-off respiration	bCat nuc transl	bCat nuc transl cell count 5 µM	MT stabilize HCS	MT stabilize HCS Hoechst-high %	MT stabilize HCS cytotoxicity %	Dynein cargo inh	Dynein cargo inh cytoplasmic EGFP	Dynein cargo inh nuclear GR-EGFP	Dynein cargo inh cell count	WT yeast gro inh	WT yeast gro inh mutant strain	Autophagy mod	Autophagy mod cell loss 18 h	PMI inhibition
N/C(=N\OC(=O)c1csnn1)c1ccc(C(F)(F)F)cc1	·	-0.34	1078	i	-0.5	1338	·	·	·	-0.23	-0.25	0.31	0.2	·	·	·	·	·
CC1CCCCC12NC(=O)N(Cn1nnc3ccccc3c1=O)C2=O (stereo unspecified)	3%	·	·	i	·	·	2.2	2.5	12	-0.5	-0.16	0.12	0.73	18	6	i	2	5%
O=C1N/C(=N/NC(=O)c2cccc3ccccc23)S/C1=C\c1ccccc1OCc1ccccc1	-12%	0.01	1652	i	0.2	1354	2.4	1.5	3.0	0.18	-0.2	0.64	-0.56	0	-1	i	33	-19%
Cc1ccc2cc(C(c3nnnn3C3CCCC3)N(Cc3ccccc3)Cc3ccco3)c(=O)[nH]c2c1 (stereo unspecified)	-13%	1.3	1052	i	-2.2	1146	2.5	3.1	19	-0.6	-0.51	-0.38	0.79	17	-8	i	34	-6%
CCCC(=O)Nc1ccc2c(c1)COC2=O	-1%	1.6	1619	i	0.6	883	3.1	0.8	7.2	0.48	-0.23	0.28	0.42	2	-8	i	21	-2%
CCOC(=O)C1=C(CC)Nc2ccccc2N/C1=N\S(=O)(=O)c1ccc(C(=O)OCC)cc1	0%	0.14	1352	i	-4.1	1096	2.5	1.3	16	-0.75	-0.33	-0.42	0.49	-1	1	i	6	0%
CC(C)CC(=O)Nc1cc([N+](=O)[O-])ccc1Cl	0%	-0.08	1683	i	2.9	1387	2.4	1.0	5.8	1	-0.18	1.3	-0.91	3	-4	i	22	-3%
O=C(COCCOCC(=O)N(c1ccccn1)C1CCCCC1)N(c1ccccn1)C1CCCCC1	-24%	-0.09	1181	i	-2.3	1254	4.7	2.1	8.9	4.3	0.092	1.9	-2.1	-4	2	i	-12	-13%
O=C(NC(Cc1ccccc1)c1ccc2c(c1)OCCCO2)c1ccccc1F (stereo unspecified)	-5%	-0.03	980	i	-4.8	1225	1.9	1.9	2.3	1.6	-0.21	1.5	0.31	10	-5	i	-6	-6%
CCCC(O)(c1ccc(Cl)cc1)C(CN1CCOCC1)c1ccccc1 (stereo unspecified)	0%	-0.96	1061	i	1.3	1146	3.1	3.2	9.9	-0.29	-0.24	-0.15	0.41	34	42	i	-17	5%
COc1ccc(-c2nc3nc(SC)nn3cc2C)cc1F	0%	1.4	1696	i	-0.8	932	1.4	2.1	11	-0.76	-0.25	0.23	-0.29	3	9	i	5	-8%
C=CCOc1ccc(C=Nc2ccc(OC)cc2)c(O)c1	20%	1.1	1249	i	0.1	1117	5.1	1.8	3.2	-0.053	-0.26	0.11	-0.15	5	-6	i	-23	49%
COC(=O)c1cc(C)sc1NC(=O)c1cccnc1	2%	·	·	i	-0.2	1101	1.8	1.7	1.7	0.75	-0.2	0.85	0.18	3	10	i	-6	2%
Cc1nc2ccccc2cc1C(=O)Nc1ccccc1Cl	-24%	-1.4	938	i	-0.8	1012	1.8	1.6	6.6	-0.69	-0.29	-0.23	0.32	-21	-8	i	-3	-12%
CCOC(=O)c1csc(NC(=O)CSc2nnnn2-c2ccc3c(c2)OCCO3)n1	17%	·	·	i	1.9	470	2.7	1.6	2.2	0.91	-0.25	0.41	0.13	-10	-6	i	-10	19%
CC1CCCC(C)N1C(=O)C1CCCCC1 (stereo unspecified)	-6%	0.02	1376	i	0.8	557	3.5	3.8	2.0	0.61	-0.3	1.1	0.29	-21	-18	i	9	-7%
COc1ccc(OC)c(/C=N/NC(=O)CCc2n[nH]c(=O)[nH]c2=O)c1	2%	0.54	1140	i	-0.3	1124	1.6	1.5	7.5	-0.6	-0.23	-0.59	0.5	-3	0	i	14	5%

Screens: PubChem, several laboratories
